EBI2 block: blocks human EBI2 receptor beta-arrestin signaling; EBI2 beta-arrestin recruitment, luminescence, 7a,25-OHC stimulated; inhibition, % at 5 µM; 360,000 compounds, 0.81% hits; in the data active means inhibition above about 38%;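 further: enzyme fragment complementation signal reports receptor beta-arrestin coupling in cells; 0% = agonist plus DMSO wells and 100% = wells without agonist; some results beyond the cut were filed as inactive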
Target sequence (P32249 whole entry, looked up, the tested form may be a part): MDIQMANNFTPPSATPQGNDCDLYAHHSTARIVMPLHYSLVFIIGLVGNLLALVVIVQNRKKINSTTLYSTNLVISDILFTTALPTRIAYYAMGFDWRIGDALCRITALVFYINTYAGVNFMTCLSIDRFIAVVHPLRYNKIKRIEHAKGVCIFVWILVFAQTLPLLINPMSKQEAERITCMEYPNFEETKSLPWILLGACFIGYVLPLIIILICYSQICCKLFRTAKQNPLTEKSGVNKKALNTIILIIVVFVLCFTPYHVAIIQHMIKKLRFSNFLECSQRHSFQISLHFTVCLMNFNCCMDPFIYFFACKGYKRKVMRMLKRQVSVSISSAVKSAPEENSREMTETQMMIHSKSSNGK
CCR6 antag: CCR6 (human) receptor antagonism; 340,000 compounds, 0.49% hits; inhibition, % at 20 µM; P51684; CHO-K1 CCR6 PathHunter beta-arrestin, luminescence, CCL20-stimulated;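 active means compounds whose inhibition of the agonist-driven luminescence signal at 20 µM reaches about 50%, limit read from the data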;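 further: cells stimulated with CCL20 at 14 nM final; plate controls were DMSO with CCL20 for no effect and DMSO without agonist for full effect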
UPR CHOP act: apoptotic UPR (CHOP) activation. CHO-CHOP luciferase reporter, luminescence; percent of tunicamycin response over DMSO baseline. 330,000 compounds, 0.34% hits. activation, % at 10 µM;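 active means at 10 µM dose, activation of 40% or more, normalized to positive control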;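 further: 100% = tunicamycin at 10 µg/mL and 0% = DMSO alone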
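Assay system: CHO-CHOP cells, stable luciferase reporter of PERK-eIF2a-CHOP signalling / Buffer or medium: F12 plus 10% serum / Compound dosing: one dose, 10 µM in 0.5% DMSO / Times: 6 h compound treatment, 37 °C / Technique: luciferase luminescence / Read-out: % reporter activation, DMSO baseline versus tunicamycin full activation / Benchmarks: tunicamycin and DMSO controls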
CXCR6 inh: blocks human CXCR6 beta-arrestin recruitment; O00574; CHO-K1 PathHunter CXCR6 beta-arrestin, luminescence; inhibition, % at 20 µM; 360,000 compounds, 0.36% hits; in the data active means inhibition above about 34%, passing the limit was not always enough;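 further: antagonist mode with CXCL16 agonist at 10 nM final; 0% = 10 nM CXCL16 with DMSO and 100% = unstimulated wells without agonist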
APJ agonist: APJ receptor agonism | CHO-K1 APJ PathHunter beta-arrestin, luminescence; 0% DMSO wells, 100% apelin | activation, % at 20 µM | 330,000 compounds, 0.11% hits | P35414;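 active means activation more than six SD over the plate average, tested at 20 µM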;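 further: 0% = DMSO alone and 100% = apelin-13 at 10 nM; some results filed as inactive read as strong as hits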
Target sequence (P35414 whole entry, looked up): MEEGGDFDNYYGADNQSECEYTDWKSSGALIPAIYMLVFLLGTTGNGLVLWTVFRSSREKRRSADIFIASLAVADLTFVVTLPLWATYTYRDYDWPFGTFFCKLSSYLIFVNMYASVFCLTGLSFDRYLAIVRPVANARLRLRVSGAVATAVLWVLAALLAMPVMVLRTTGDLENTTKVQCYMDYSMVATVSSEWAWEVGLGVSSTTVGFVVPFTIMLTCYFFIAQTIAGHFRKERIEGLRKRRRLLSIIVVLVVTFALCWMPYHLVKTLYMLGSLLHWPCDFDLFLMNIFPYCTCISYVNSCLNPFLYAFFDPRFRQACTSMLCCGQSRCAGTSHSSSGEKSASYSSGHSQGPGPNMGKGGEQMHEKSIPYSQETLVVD
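Test system: CHO-K1 APJ beta-arrestin complementation cell line | Compound: Single test compound dose, 20 µM final, 1% DMSO | Incubation: Compound 90 min 25 °C, reagent 1 h | Measured by: beta-gal luminescence | Read-out basis: APJ–arrestin association signal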
APJ antag: blocks the human apelin receptor APJ. 330,000 compounds, 0.32% hits. inhibition, % at 20 µM. AID 2521. CHO-K1 APJ beta-arrestin complementation, luminescence;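 active means inhibition above about 40% at 20 µM, limit read from the data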;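 further: cells challenged with 10 nM apelin-13 agonist together with compound; plate controls were apelin-13 plus DMSO wells for no effect and DMSO wells lacking apelin-13 for full effect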
XBP1 UPR activ: adaptive UPR (XBP1) activation; activation, % at 20 µM; 330,000 compounds, 0.33% hits; CHO-XBP1 luciferase reporter, IRE1-XBP1 UPR activation, luminescence; percent of tunicamycin response, DMSO as zero; AID 463104;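 active means versus positive control, 20 µM dose yields 30% or more activation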;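 further: 100% = tunicamycin at 10 µg/mL and 0% = DMSO only wells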
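assay system = CHO-XBP1 luciferase reporter cells | amount = 1000 cells/well | buffer or medium = F12 plus 10% FBS | compound dosing = single point, 20 µM final compound, 1% DMSO | incubation = 16-18 h cell attachment at 37 °C, then 6 h compound exposure | detection = Steady-Glo luminescence read | controls = tunicamycin 10 µg/mL and vehicle-only wells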
tim23-1 inh: tim23-1 yeast growth inhibition | inhibition, % at 20 µM | 330,000 compounds, 1.3% hits | S. cerevisiae tim23-1 growth, BacTiter-Glo luminescence, 24 h;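 active means growth inhibition of the mutant yeast at or above 50%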;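 further: temperature-sensitive mutant grown at 25 °C; plate controls were DMSO-treated mutant yeast for no effect and medium wells lacking yeast for full effect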
Mdm2 MdmX PPI: inhibitors of human Mdm2/MdmX interaction; 330,000 compounds, 3% hits; inhibition, % at 8 µM; O15151+Q00987; SaOS-2 split-luciferase Mdm2/MdmX complementation, luminescence;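 active means inhibition of at least 50% at 8 µM in the primary screen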
* = called active by the depositor; nt = no result given. A portion of the library (hit frequency here may not be typical).

Compound	EBI2 block	CCR6 antag	UPR CHOP act	CXCR6 inh	APJ agonist	APJ antag	XBP1 UPR activ	tim23-1 inh	Mdm2 MdmX PPI
O=S(=O)(N[C@@H]1C[C@H]2CC[C@@H]1C2)c1cccs1	-16	-2	-0.5	-7	0	4	0	7	-4
Cc1c(C#N)c2ccccc2n1CC(=O)N1CCCc2ccccc21	18	15	-2.9	1	2	5	4	29	20
CO/N=C/C1CCN(c2ncc(C(F)(F)F)cc2Cl)C1=O (stereo unspecified)	-26	15	-2.2	-7	-4	-15	-2	6	-21
O=C(COc1ccc(Br)cc1Cl)NC(=O)NC1CCCC1	7	6	6.7	-4	-3	6	3	56*	-83
COc1ccc(C(C)=O)cc1CSc1nc2ccccc2c(=O)n1-c1cccc(C)c1	25	16	2.6	7	-3	14	-2	13	8
COC(=O)c1cc(S(=O)(=O)NCc2ccc3c(c2)OCO3)cn1C	-2	3	-1.9	0	-1	6	-4	9	27
COc1ccc(S(=O)(=O)n2nc(OC(=O)c3c(-c4ccccc4Cl)noc3C)cc2N)cc1	5	-3	2.7	-5	5	-15	-4	4	22
Cc1cc(C)c(NC(=O)C2CC(=O)N(C3CCCC3)C2)c(C)c1 (stereo unspecified)	4	5	-1.4	9	-4	14	-1	-4	-8
CN(C)c1ccnc2sc3c(=O)n(-c4ccccc4)cnc3c12	-1	6	1.4	-4	-4	2	2	27	2
COc1cccc(S(=O)(=O)NCc2ccc(C(=O)N3CCN(Cc4ccccc4)CC3)cc2)c1	11	2	3.8	-9	-2	-1	-3	7	20
COc1ccc(CNC(=O)c2c(C)cc(=O)oc2C)cc1	1	3	0.5	-1	0	-9	-1	11	-9
c1ccc(-c2nc3c(ccc4ccccc43)[nH]2)nc1	9	-23	0.5	-1	-3	-17	-1	47	-177
Cc1sc2nc(COC(=O)c3cccc(OC(F)F)c3)[nH]c(=O)c2c1C	-3	11	1.9	-1	-5	6	0	-14	8
COc1cccc(CNC(=O)CSc2cc(=O)n(C)c3ccccc23)c1	-2	9	-4.7	-4	0	0	2	14	-1
CCN(CC(=O)NCc1cccs1)C(=O)c1ccc(S(=O)(=O)Nc2ccccc2Cl)cc1	2	10	0.1	6	-3	7	0	10	12
O=S(=O)(NCc1ccc2c(c1)OCO2)c1cnc[nH]1	-5	13	-0.5	-3	-1	-3	-3	-6	2
NC(=S)N/N=C1\CCOc2ccc(Cl)cc21	-15	15	2.6	2	-3	-1	0	-35	32
CCOc1ccc(OCCNC(=O)c2oc3ccccc3c2COC)cc1	33	16	-1.0	3	-6	0	-4	40	23
CC1CCCC(C)N1C(=O)COC(=O)/C=C/c1ccc(Br)o1 (stereo unspecified)	3	-2	2.1	9	-2	2	2	28	-8
C=CCSc1nc2sc3c(c2c(=O)[nH]1)CC(C)(CC)OC3 (stereo unspecified)	-14	12	-1.0	-10	0	-4	2	1	-22
Cc1ccccc1NC(=S)N(Cc1cccs1)C1CCCCC1	-2	11	-1.9	8	-5	-19	-3	51*	10
C=C1C(=O)O[C@@H]2[C@H]3O[C@]3(C)CC/C=C(\C)CC[C@@H]12	7	15	11	14	-1	6	-10	46	68*
O=C1c2ccccc2C(=O)N1c1cccc2cccnc12	-11	-2	0.8	-3	-1	-21	-2	-9	18
CN(Cc1ccccc1F)c1ccc(S(=O)(=O)N2CCCC2)cn1	-4	8	-0.2	1	-2	-7	3	17	22
CN(Cc1ccccc1)C(=O)c1ccccc1N(C)S(=O)(=O)c1ccccc1	1	6	-1.4	-6	-5	31	-3	25	25
COc1ccc(/C(N)=N/OC(=O)C2CCCCC2)cc1OC	-3	6	5.4	-1	9	-6	8	22	-50
Cc1ccc(N2C(=O)c3ccc(C(=O)N4CCN(c5ccc(C)c(C)c5)CC4)cc3C2=O)cc1	-1	-3	1.4	4	0	5	-2	-6	3
CC(CCO)Nc1nc2c(c(=O)n(C)c(=O)n2C)n1Cc1cccc(Br)c1 (stereo unspecified)	0	12	2.1	7	-4	16	-1	9	-5
C[C@H](NC(=O)c1[nH]cnc1C(=O)Nc1ccc(Cl)cc1)c1ccccc1	-24	8	2.7	13	-2	1	0	36	61*
O=C(Nc1nnc(S(=O)(=O)N2CCCCCC2)s1)c1ccccc1Cl	-1	-13	0.4	3	-2	-6	-1	31	25
O=C1c2ccccc2C(=O)C12OC2c1cccc2ccccc12 (stereo unspecified)	0	-15	3.6	-3	-1	6	3	24	20
Fc1ccccc1-n1c(-c2ccc3ccccc3n2)n[nH]c1=S	3	-1	3.0	8	-2	20	2	22	-8
CCOC(=O)Cn1cc(C#N)c2cccc(CC)c21	10	6	4.8	-1	-3	10	0	25	-9
CC[C@H](C)NC(=O)CCCCCn1c(=S)[nH]c2c([nH]c3ccc(OC)cc32)c1=O	-1	3	0.0	-7	-2	-3	-2	-15	-3
CN1CCN(C(=S)Nc2cccc(S(=O)(=O)N(C)C)c2)CC1	-13	32	-1.0	-11	-1	-16	0	11	-13
Cn1c(SCC(=O)N2CCCC2)nnc1-c1ccc2c(c1)OCO2	-8	0	-0.2	-10	-4	5	6	1	20
COc1ccc2c(c1)c(CC(=O)O)c(C)n2C(=O)c1ccc(Cl)cc1	0	9	-1.4	9	0	14	-10	-2	8
CCCCN1C(=O)N(CCc2ccc(F)cc2)S(=O)(=O)c2cc(C(F)(F)F)ccc21	6	23	0.3	-2	nt	nt	2	29	6
Cc1cc(NC(=O)c2cccc(C)c2[N+](=O)[O-])no1	10	2	2.5	6	-1	16	-2	7	17
CN(Cc1c(F)cccc1Cl)C(=O)CNC(=O)c1cccs1	-4	4	2.4	-1	-1	11	-1	8	-12
Cc1cccc(C)c1OCC(=O)N/N=C/c1ccc2c(c1)OCO2	-1	3	0.4	2	1	-6	0	5	50*
COc1ccc(Nc2ncnc3sc(-c4ccccc4)cc23)c(OC)c1	17	4	1.3	-5	0	0	0	18	3
COc1ccccc1N1CCN(C2CCCN(Cc3ccccc3OCCO)C2)CC1 (stereo unspecified)	-5	5	1.1	8	4	9	-6	-10	11
Cc1nnc(SCC(=O)Nc2sc3c(c2C(=O)c2ccccc2)CCCC3)s1	-1	10	4.6	-10	-2	-7	-1	31	26
Cc1ccc(SC(C)C(=O)N2CCCC2)cc1 (stereo unspecified)	-5	9	0.9	-6	0	0	2	-8	-4

Exported field by field: part of the list above.
COc1ccccc1N1CCN(C2CCCN(Cc3ccccc3OCCO)C2)CC1 (stereo unspecified)
- EBI2 block: -5
- CCR6 antag: 5
- UPR CHOP act: 1.1
- CXCR6 inh: 8
- APJ agonist: 4
- APJ antag: 9
- XBP1 UPR activ: -6
- tim23-1 inh: -10
- Mdm2 MdmX PPI: 11

Cc1nnc(SCC(=O)Nc2sc3c(c2C(=O)c2ccccc2)CCCC3)s1
- EBI2 block: -1
- CCR6 antag: 10
- UPR CHOP act: 4.6
- CXCR6 inh: -10
- APJ agonist: -2
- APJ antag: -7
- XBP1 UPR activ: -1
- tim23-1 inh: 31
- Mdm2 MdmX PPI: 26

Entries shown so far that contain a cyano group:
Compound	EBI2 block	CCR6 antag	UPR CHOP act	CXCR6 inh	APJ agonist	APJ antag	XBP1 UPR activ	tim23-1 inh	Mdm2 MdmX PPI
Cc1c(C#N)c2ccccc2n1CC(=O)N1CCCc2ccccc21	18	15	-2.9	1	2	5	4	29	20
CCOC(=O)Cn1cc(C#N)c2cccc(CC)c21	10	6	4.8	-1	-3	10	0	25	-9

(continued)
Each structure is followed by: EBI2 block | CCR6 antag | UPR CHOP act | CXCR6 inh | APJ agonist | APJ antag | XBP1 UPR activ | tim23-1 inh | Mdm2 MdmX PPI
> O=C(O)c1cc(-c2ccc(/C=C3\NC(=O)N(c4ccc(Cl)cc4)C3=O)o2)ccc1Cl
    -2 | 16 | -1.3 | 3 | 0 | 27 | -1 | 21 | -5
> CN(Cc1cn[nH]c1-c1ccc(-c2ccccc2)cc1)CC1CCOCC1
    -2 | 9 | 0.6 | 3 | -1 | 14 | 1 | 5 | -16
> O=C(COC(=O)c1ccco1)Nc1cc(S(=O)(=O)N2CCCCC2)ccc1Cl
    11 | 9 | -1.2 | 8 | -3 | -1 | 3 | 10 | -12
> C=CCN(Cc1ccc(OC)c(OC)c1)C(=O)c1cc2cc(F)ccc2[nH]1
    12 | 6 | 2.0 | -1 | -3 | 5 | -2 | 31 | 20
> C[C@@H]1CN([C@@H](C)CO)C(=O)c2cc(NC(=O)C3CC3)ccc2O[C@@H]1CN(C)Cc1ccc(Cl)c(Cl)c1
    6 | 2 | 1.1 | -7 | -3 | -11 | -1 | -4 | 31
> C/C(CC(=O)Nc1ccc(C)c(Cl)c1)=N\NC(=O)c1cccc(O)c1
    -5 | 6 | -0.9 | -6 | 1 | -19 | -2 | 22 | 5
